AmpC detergent – inhibitors of E. coli AmpC beta-lactamase with detergent | P00811 | AmpC hydrolysis of nitrocefin, absorbance 480 nm, 0.01% Triton | Potency, µM (titrated, usually from 114 µM), for inactives: top-dose activity change, negative = inhibition, hits mostly inhibitors | hit rate 0.041% among 370,000;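 also: potency is read from the fitted curve at half-maximal effect; 0% = no-compound wells and -100% = no-enzyme wells; nearly all actives have a fitted effect of over 25% in size; some results filed as inactive show a strong effect at the top dose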
Target sequence (P00811 whole entry, looked up): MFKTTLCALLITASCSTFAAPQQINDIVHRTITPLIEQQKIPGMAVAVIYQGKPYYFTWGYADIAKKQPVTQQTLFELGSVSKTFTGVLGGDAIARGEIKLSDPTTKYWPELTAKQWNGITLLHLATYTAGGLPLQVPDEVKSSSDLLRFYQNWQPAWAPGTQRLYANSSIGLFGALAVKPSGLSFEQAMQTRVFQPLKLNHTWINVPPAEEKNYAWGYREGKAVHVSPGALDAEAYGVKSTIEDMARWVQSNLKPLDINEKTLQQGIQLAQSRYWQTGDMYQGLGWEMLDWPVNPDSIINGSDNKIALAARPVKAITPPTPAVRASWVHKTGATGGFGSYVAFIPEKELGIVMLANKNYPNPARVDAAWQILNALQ
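AmpC (5.3 nM in the dispensed reagent) in 20 mM phosphate pH 7.0 with 0.01% (detergent screen) or 0.0001% Triton X-100 was preincubated with compounds for 15 min at room temperature. Nitrocefin was then added from an 800 uM solution, and hydrolysis was followed at 480 nm.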
HCV inh – blocks hepatitis C virus; Huh7.5.1 HCVcc-Cre infection, luciferase reporter, 44 h; Potency, µM (highest dose often 41.8 µM), inactives show at the top dose activity change, negative = inhibition, actives largely listed as inhibitors; hit rate 3.4% among 340,000; AID 651820; also: potency is read from the fitted curve at half-maximal effect
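A cell-based infection assay in which seeded cells (1,000 per well) receive test compound after 4 h, are inoculated with HCVcc-Cre at approximately 0.5 moi, and are incubated 44 h before luminescence detection.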
FBPA Giardia inh – Giardia lamblia aldolase inhibition. purified Giardia FBPA. Potency, µM (doses to about 59.6 µM), for the others: at the highest dose activity, negative = inhibition, actives largely listed as inhibitors. hit rate 0.71% among 290,000; also: potency is read from the fitted curve at half-maximal effect; nearly all actives have a fitted effect of over 55% in size
Target sequence (A8B2U2 whole entry, looked up): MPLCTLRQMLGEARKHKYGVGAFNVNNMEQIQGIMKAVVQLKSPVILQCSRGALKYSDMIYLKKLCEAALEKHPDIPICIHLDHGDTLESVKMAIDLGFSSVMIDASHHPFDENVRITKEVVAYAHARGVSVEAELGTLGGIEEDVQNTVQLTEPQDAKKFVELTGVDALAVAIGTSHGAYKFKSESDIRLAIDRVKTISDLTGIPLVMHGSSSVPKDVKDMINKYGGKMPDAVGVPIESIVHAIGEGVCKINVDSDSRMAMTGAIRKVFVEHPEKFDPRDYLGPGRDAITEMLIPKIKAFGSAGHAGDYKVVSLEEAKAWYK
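Giardia FBPA (40 nM reagent) was preincubated 10 min at RT with compound (up to 57.5 uM final), then substrate plus GAPDH/TPI/NAD/arsenate coupling system with diaphorase/resazurin was added; resorufin fluorescence (525/598 nm) was read after 20 min.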
Sm TGR block – blocks Schistosoma mansoni thioredoxin glutathione reductase; Q962Y6; purified TGR, DTNB reduction, TNB absorbance 405 nm; Potency, µM (highest dose often 114 µM), for the others: top-dose activity change, negative = inhibition, hits mostly inhibitors; hit rate 3% among 360,000; AID 485364; also: potency is read from the fitted curve at half-maximal effect; nearly all actives have a fitted effect of over 60% in size
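First, TGR (20 nM dispensed) and NADPH were mixed with compound. Second, a 15 min room-temperature incubation followed. Third, further NADPH and then DTNB were added to start the reaction. Finally, TNB absorbance was monitored kinetically.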
AmpC inh no detg – AmpC beta-lactamase inhibition without detergent; AmpC nitrocefin hydrolysis, absorbance 480 nm, 0.0001% Triton; P00811; hit rate 0.52% among 330,000; Potency, µM (titrated, usually from 57.1 µM), for the others: at the top dose activity change, negative = inhibition, usual class: inhibitors;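 also: potency is read from the fitted curve at half-maximal effect; plate controls were no compound for no effect and no enzyme for full effect; nearly all actives have a fitted effect of over 20% in size; some results filed as inactive show a strong effect at the top dose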
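20 mM phosphate pH 7.0 + 0.01% (detergent screen) or 0.0001% Triton X-100; 5.3 nM AmpC reagent; cpd preinc 15 min RT; nitrocefin (800 uM stock) to start; A480 q20 s × 4 min; Activity was normalised to no-enzyme and no-compound control wells.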
HCMV antiviral – blocks human cytomegalovirus replication | HFF cells, HCMV-luciferase reporter, 72 h; stronger effect = lower value | AID 1259415 | hit rate 4.5% among 410,000 | activity change, negative = inhibition, % at 57.5 µM; in the data active = activity change below about -60%; inconclusive = no clear call, values can overlap the other calls; inactive = above about -39%
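Cell-based, HFFs, 1000 cells/well, 16 h 37C; cpds in DMSO + HCMV-luc, MOI 1 PFU/cell; 72 h 37C; OneGlo luminescence after 5 min RT; norm. to buffer vs Salinomycin 10uM.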
The depositor's hits bear a star; u = inconclusive; x = no result given; & = joins results of further samples; [ ] = dose if it differs, or a comment. Unless noted, calls follow the shape of the dose curve; as a rule, active = well fitted curve in the direction sought with a large enough effect; inconclusive = small, poorly fitted or top-dose-only effect, or another doubt; inactive = no such curve, though single readings can be large; an effect the other way counts as inactive or inconclusive. Unless noted, % is scaled to controls: 0 for no effect and ±100 for the full control effect.

SMILES	AmpC detergent	HCV inh	FBPA Giardia inh	Sm TGR block	AmpC inh no detg	HCMV antiviral
COC(=O)C1Cc2c([nH]c3ccccc23)C(C)N1 (centres undefined)	-4%	-7%	-18%	-19%	-9%	-26
COc1ccccc1Cc1nnc(NC(=O)C2CCN(C(=O)c3ccco3)CC2)s1	-2%	-18%	5%	3%	96%[activator]	21
CCCn1c(=N)n(CC(O)COc2ccc(C)cc2)c2ccccc21 (centres undefined)	6%	u	0%	20%	2%	-6
O=C(Cn1ncc2c3ccccc3n(Cc3ccccc3F)c2c1=O)NCCc1ccc(Cl)cc1	2%	x	x	11%	x	23
COc1cc(-c2noc(-c3ccc(N4CCOCC4)c([N+](=O)[O-])c3)n2)cc(OC)c1OC	8%	x	x	-31%	x	6
Cc1ccc(N(C(=O)CCC(=O)Nc2cc(C)on2)C(C(=O)NC2CCCC2)c2cccs2)cc1 (centres undefined)	u	u	0%	-1%	9%	-5
O=C(c1ccco1)N1N=C(c2ccc(Br)cc2)CC1c1ccco1 (centres undefined)	1%	u	x	-18%	-25%	147
COc1ccc(-c2n[nH]c(=S)n2CC(C)C)cc1	1%	0%	1%	3%	-20%	23
Fc1ccc(C2=Nc3cccc4cccc(c34)N2)cc1	-4%	2%	-3%	x	-9%	20
S=C(NC12CC3CC(CC(C3)C1)C2)N1CCOCC1	0%	12%	8%	15%	-13%	2
O=C(NCCCc1ccccc1)c1cccc(S(=O)(=O)N2CCOCC2)c1	-7%	-7%	x	1%	-13%	-28
CCOc1ccc(NC(=O)N2CCCC2C(=O)NCC2CCCO2)cc1 (centres undefined)	-8%	8%	2%	x	-11%	u
CCn1c(=O)n(CC(=O)Nc2cccc(OC)c2)c(=O)c2ccccc21	0%	-11%	11%	3%	-19%	-15
O=C(O)CCCC(=O)N1N=C(c2c(-c3ccccc3)c3cc(Cl)ccc3[nH]c2=O)CC1c1cccs1 (centres undefined)	-9%	16%	5%	-4%	-8%	u
Cc1ccc(C)c(S(=O)(=O)Nc2ccc(O)c(C(=O)O)c2)c1	-6%	4%	15%	-17%	-24%	-30
C/C(=N\NC(=O)COc1ccc(C)cc1C(C)C)c1cc2ccccc2o1	u	-10%	-6%	0%	-17%	46
CC(C)Oc1ccc(CCNC(=O)C2CCC(=O)N(C3CCCCCC3)C2)cc1 (centres undefined)	-9%	-8%	3%	-11%	154%[activator]	-20
Cc1cc2ccccn2c1C(=O)c1ccc(F)cc1	6%	u	-3%	1%	-2%	-11
CN1CCN(CC(=O)Nc2nc(-c3c[nH]c4ccccc34)cs2)CC1	3%	u	u	3%	45%	134
Cc1ccc(C(CNS(=O)(=O)c2ccc(F)cc2)N2CCN(C)CC2)cc1 (centres undefined)	-8%	u	x	2%	4%	-26
O=C(NCCN1CCOCC1)N1c2ccccc2Sc2ccccc21	-4%	6%	2%	-2%	113%[activator]	11
Cc1cccc(Oc2sc(C(=O)c3ccccc3)c(N)c2C#N)c1C	-14%	u	5%	-15%	-11%	-24
CCc1cc(/C(Cc2ccccn2)=N\O)c(O)cc1O	-11%	22µM*	1%	0%	-32%	u
O=C(CN1C(=O)NC(Cc2c[nH]c3ccccc23)C1=O)NC1CCCCC1 (centres undefined)	2%	5%	x	4%	-10%	u
COc1ccccc1C1C=C(c2ccc(Cl)cc2)Nc2nc(N3C(=O)CCC3=O)nn21 (centres undefined)	-19%	12%	-12%	0%	23%	24
O=C(NCC1(N2CCCCC2)CCCCC1)c1ccc(NS(=O)(=O)c2ccc(F)cc2)cc1	-13%	1%	x	2%	-5%	2
Cc1cc(C)c2cc(CN(CCCN(C)C)C(=S)NCc3ccccc3)c(=O)[nH]c2c1	5%	10µM*	3%	38%[activator]	34%	-17
CCCn1c(N2CCOCC2)nc2c1c(=O)[nH]c(=O)n2C	0%	5%	-5%	1%	3%	39
CC(C)C[C@H](NC(=O)N1CC(=O)Nc2ccccc21)C(=O)N[C@H](Cc1ccccc1)C(=O)O	u	u	-9%	5%	-22%	u
CC(=O)Nc1ccc(OCC(O)Cn2nc(C)c(C)c2C)cc1 (centres undefined)	0%	-16%	2%	-28%	-16%	53
CC1CN(C(=O)Nc2ccc(C(=O)NCc3cccc(F)c3)cc2)c2ccccc2S1 (centres undefined)	14%	x	x	6%	x	6
COC(=O)C(C(=O)OC)c1ccccc1[N+](=O)[O-]	-1%	3%	2%&2%	2%	-18%	63
Cc1ccc(OS(=O)(=O)c2cn(C)c(=O)n(C)c2=O)cc1C	-12%	7%	3%	4%	-1%	-34
C=CCC[C@@H](Cc1ccc(F)cc1)C(=O)OC[C@@H](Cc1c[nH]c2ccccc12)NC(=O)[C@@H](CC=C)CC(=O)NCCO	x	-12%	x	x	230%[activator]	-4
NC(=O)c1cc(S(=O)(=O)NCc2ccc(Br)cc2)cs1	-3%&2%	-1%	3%	1%&6%	-23%	-1&0
O=C(CCNC(=O)c1ccc(Br)cc1)NNC(=O)COc1ccccc1F	x	1%	x	x	-2%	-9
COc1ccc(/C=N/Nc2nc(C)cc(-c3ccccc3)n2)c(OC)c1	-10%	u	6%	0%	-15%	36
Nc1nc2n(n1)C(c1cccs1)CC(c1ccc(F)cc1)N2 (centres undefined)	-2%	3%	7%	1%	-1%	-22
O=C(c1cnn(C(=O)c2ccccc2)c1)c1ccccc1O	-10%	-2%	3%	u	-24%	u
CCCn1c(-c2cccnc2Cl)nc2cc(Cl)c(Cl)cc21	-2%	u	-2%	4%	84%[activator]	-11
CCOc1cc(/C=N/NC(N)=O)ccc1OC(=O)c1ccc(C)cc1	-1%	4%	-1%	-15%	33%	x
CCOc1cc(N2CCOCC2)c(OCC)cc1NC(=O)c1cnccn1	x	-18%	x	x	-9%	2
COc1cccc2cc(C(=O)Oc3ccc(NC(C)=O)cc3)c(=O)oc12	-6%	17%	-4%	-2%	-12%	-4
O=C(NC1CCCCC1)C(c1ccccc1)N(Cc1ccco1)C(=O)c1csnn1 (centres undefined)	u	0%	-4%	-36%	-4%	28
O=C(O)CCCCCCNS(=O)(=O)c1ccccc1	-6%	1%	6%	6%	-2%	6
COc1ccc(OC)c(NC(=O)c2sc3nc4c(cc3c2N)CCCCCC4)c1	7%	x	x	5%	x	-6
Cc1ccc(C(=O)NN=C2CCCCCC2)s1	u	8%	-14%	-19%	-34%	u
Cc1nc(SCC(=O)Nc2ccc(S(=O)(=O)N3CCOCC3)cc2)c2c(C)c(C)sc2n1	x	7.1µM*	x	x	153%[activator]	32
NC(=O)[C@@H]1CCCNc2c(I)cc([N+](=O)[O-])cc2C(=O)N[C@@H](CCC(=O)O)C(=O)N[C@@H](CO)C(=O)N1	u	40%[activator]	-7%	-8%	-16%	x
O=C(N1CCCCC1)N1CCC(c2nc3ccccc3[nH]2)CC1	-2%	6%	-6%	-18%	-4%	-2
COc1ccc(-c2cc3c(=O)n(CC(=O)NCCN4CCCC4)nc(C)n3n2)cc1	-2%	u	x	-4%	46%	36
COc1ccc(CCNC(=O)Cn2c(=O)nc(-c3ccccc3)c3cc(Cl)ccc32)cc1OC	11%	x	x	-1%	x	u
O=C(NCCS(=O)(=O)c1ccc(Br)cc1)c1c(F)cccc1F	3%	17%	13%	-18%	2%	-15
O=C(CCSc1ccc(Cl)cc1)N1CCOCC1	2%	5%	2%	-2%	-10%	41
COc1ccccc1NC(=O)CCS(=O)(=O)c1ccc2c(c1)oc(=O)n2C	0%	25%	x	u	-5%	-38
Cc1ccc(C(=O)CCC(=O)NNC(=O)c2ccccc2O)cc1	1%	1%	x	-14%	-25%	52
CC(C)/C=C1\CC/C(=C\c2cccnc2)C1=O	u	10%	-11%	25µM*	-9%	7
COc1cccc(-n2c(SCC(=O)Nc3nccs3)nnc2-c2ccoc2C)c1	u	-1%	3%	-3%	-10%	-24
COCCOC(=O)c1c(C)oc2ccc(OCc3ccccc3)cc12	u	-7%	5%	0%	31%	-23
Cc1cc2c(cc1S(=O)(=O)N1CCN(c3ccccc3)CC1)OCC(=O)N2	3%	5%	-13%	18%	-15%	69

Single records, as listed above. Order of values: AmpC detergent	HCV inh	FBPA Giardia inh	Sm TGR block	AmpC inh no detg	HCMV antiviral
Profile of Fc1ccc(C2=Nc3cccc4cccc(c34)N2)cc1 → -4%	2%	-3%	x	-9%	20
Profile of O=C(c1ccco1)N1N=C(c2ccc(Br)cc2)CC1c1ccco1 (centres undefined) → 1%	u	x	-18%	-25%	147
Profile of COc1ccccc1C1C=C(c2ccc(Cl)cc2)Nc2nc(N3C(=O)CCC3=O)nn21 (centres undefined) → -19%	12%	-12%	0%	23%	24
Profile of O=C(Cn1ncc2c3ccccc3n(Cc3ccccc3F)c2c1=O)NCCc1ccc(Cl)cc1 → 2%	x	x	11%	x	23
Profile of NC(=O)[C@@H]1CCCNc2c(I)cc([N+](=O)[O-])cc2C(=O)N[C@@H](CCC(=O)O)C(=O)N[C@@H](CO)C(=O)N1 → u	40%[activator]	-7%	-8%	-16%	x

Later entries
SMILES	AmpC detergent	HCV inh	FBPA Giardia inh	Sm TGR block	AmpC inh no detg	HCMV antiviral
CCOc1ccc(Nc2nc(N)c([N+](=O)[O-])c(N3CCN(C)CC3)n2)cc1	0%	4%	2%	7%	-25%	-1
CCOC(=O)/C(C#N)=C/c1cn(CCOc2ccccc2)c2ccccc12	1%	u	-1%	-2%	-19%	-25
Cc1ccc(C(=O)Nc2cccc([N+](=O)[O-])c2)cc1S(=O)(=O)Nc1ccc(C(=O)O)cc1	1%	7%	-13%	-2%	-33%	-20
CC(Oc1ccccc1)C(=O)NCc1cccnc1 (centres undefined)	-15%	5%	1%	0%	-20%	23
COc1ccccc1N1CCN(C2CCCN(S(=O)(=O)c3ccc(C)cc3)C2)CC1 (centres undefined)	2%	u	x	8%	114%[activator]	33
COc1ccc(-c2nc(CSCC(=O)N3CCN(C)CC3)c(C)o2)cc1OC	u	-5%	-1%	1%	10%	28
Cc1cc(C)n(CNc2nc(C(F)(F)F)cs2)n1	-3%	12%	7%	u	-13%	-4
COc1ccc(CNC(=O)COc2cccnc2[N+](=O)[O-])cc1	-3%	3%	1%	1%	-15%	1
CNC(=O)c1cc(C(=O)c2ccc(C(F)(F)F)cc2)c[nH]1	-5%	-3%	12%	-2%	-22%	-8
Cc1cc(-c2ccccc2)nc2cc(C(=O)Nc3cc(C(F)(F)F)ccc3Cl)nn12	13%	x	x	0%	x	-30
Cc1onc(-c2c(F)cccc2Cl)c1C(=O)OCC(=O)N1C(C)CCCC1C (centres undefined)	x	u	x	x	20%	9
COCCC1CCCCN1C(=O)c1ccc2nc(Cc3ccccc3F)oc2c1 (centres undefined)	-1%	u	-10%	3%	110%[activator]	31
O=S(=O)(Nc1ccc2ccccc2n1)c1ccc2c(c1)CCO2	-9%	2%	7%	-7%	-39%	14
O=C(COc1ccc(F)cc1Br)NCc1ccccn1	1%	0%	12%	11%	x	38

Bioassay records: PubChem BioAssay, National Center for Advancing Translational Sciences (NCATS)
